HKDC1 inh: inhibitors of human hexokinase HKDC1. Q2TB90. recombinant HKDC1, G6PDH/diaphorase resazurin coupled fluorescence. inhibition, % at 20 µM. 340,000 compounds, 0.16% hits. AID 493160;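 active = inhibition above about 35% when tested at 20 µM, limit read from the data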;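 also: plate controls were DMSO wells with enzyme for no effect and DMSO wells lacking enzyme for full effect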
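Assay system: in-house recombinant HK5 (HKDC1) enzyme. Input: HKDC1 at 5 µg/mL. Medium: Tris pH 8.0 buffer with MgCl2, Tween-20, BSA, BME. Dosing: single 20 µM dose. Schedule: 90 min reaction incubation at room temperature, dark. Signal: resazurin-to-resorufin fluorescence via G6PDH and diaphorase coupling, 525/613 nm. Controls: DMSO-enzyme wells negative, buffer-substituted wells positive.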
SENP8 block-1: SENP8 protease inhibition; AID 2540; 330,000 compounds, 1.2% hits; inhibition, % at 10 µM; purified SENP8, Z-RLRGG-aminoluciferin cleavage, luminescence; in the data active = inhibition above about 50%
SENP6 inh: inhibitors of human SENP6 protease; 330,000 compounds, 1.8% hits; inhibition, % at 10 µM; Recombinant SENP6 catalytic domain, aminoluciferin luminescence;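 active = inhibition above about 50% at the single tested dose, limit read from the data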;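 also: plate controls were DMSO wells with enzyme for no effect and DMSO wells lacking enzyme for full effect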
Target sequence (Q9GZR1 628-1112 limits assumed): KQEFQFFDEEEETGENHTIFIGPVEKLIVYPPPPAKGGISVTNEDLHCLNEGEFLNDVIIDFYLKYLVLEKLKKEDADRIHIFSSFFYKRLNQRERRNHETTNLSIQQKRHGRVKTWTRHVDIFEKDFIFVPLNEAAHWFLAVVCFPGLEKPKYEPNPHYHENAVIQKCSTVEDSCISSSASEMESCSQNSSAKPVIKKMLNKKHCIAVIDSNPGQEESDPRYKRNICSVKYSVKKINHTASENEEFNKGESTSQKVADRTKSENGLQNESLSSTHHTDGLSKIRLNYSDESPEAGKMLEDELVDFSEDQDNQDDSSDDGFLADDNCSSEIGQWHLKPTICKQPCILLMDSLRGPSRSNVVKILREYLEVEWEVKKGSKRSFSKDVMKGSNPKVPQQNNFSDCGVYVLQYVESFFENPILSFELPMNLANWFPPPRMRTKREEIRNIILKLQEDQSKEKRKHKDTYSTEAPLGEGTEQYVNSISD
SENP8 block-2: blocks human SENP8 cleavage of Nedd8 substrate; AID 602440; recombinant SENP8, Nedd8 substrate fluorescence; 360,000 compounds, 0.64% hits; Q96LD8; inhibition, % at 20 µM; in the data active = inhibition mostly above about 40%, no sharp cut-off; inactive = mostly below about 27%
SENP7 block: inhibitors of human SENP7 protease. Q9BQF6. recombinant SENP7, Z-RLRGG-aminoluciferin luminescence, 40 min. inhibition, % at 5 µM. 330,000 compounds, 1.5% hits. AID 434973;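 active = inhibition above about 50% at the single test dose, limit read from the data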;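 also: plate controls were DMSO with enzyme for no effect and no enzyme buffer wells for full effect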
Target sequence (Q9BQF6 706-1050 limits assumed): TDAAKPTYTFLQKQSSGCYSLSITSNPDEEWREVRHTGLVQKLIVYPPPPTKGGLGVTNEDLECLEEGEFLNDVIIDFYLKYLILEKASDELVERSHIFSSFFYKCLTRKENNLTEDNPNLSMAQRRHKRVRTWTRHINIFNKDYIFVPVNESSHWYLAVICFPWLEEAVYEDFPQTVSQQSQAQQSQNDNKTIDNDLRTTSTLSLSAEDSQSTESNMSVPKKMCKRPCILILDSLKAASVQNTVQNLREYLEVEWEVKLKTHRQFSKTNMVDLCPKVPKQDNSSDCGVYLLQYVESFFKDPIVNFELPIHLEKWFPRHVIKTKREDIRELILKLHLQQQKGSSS
SENP1 FRET inh: blocks the human SENP1 SUMO protease catalytic domain; Q9P0U3; recombinant SENP1 catalytic domain, CyPet-SUMO1-YPet FRET cleavage; inhibition, % at 10 µM; 360,000 compounds, 0.21% hits;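 active = inhibition at least 30% at 10 µM, raw YFP signal under a set limit, fluorescence ratio 0.5 to 1.5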;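 also: 0% = enzyme with DMSO and 100% = no enzyme wells; some results filed as inactive read as strong as hits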
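Compound: 10 µM single point, 0.5% DMSO; Test system: hSENP1 catalytic domain, recombinant; Timing: 50 min reaction at room temperature; Technique: FRET, CFP and YFP emission; Control set: no-enzyme wells low, DMSO-plus-enzyme wells high control.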
UBC13 polyUb: blocks human UBC13 polyubiquitin chain formation; 330,000 compounds, 0.47% hits; inhibition, % at 20 µM; TR-FRET; AID 485273; in the data active = inhibition above about 45%, passing the limit was not always enough
Target sequence (P61088 whole entry, looked up): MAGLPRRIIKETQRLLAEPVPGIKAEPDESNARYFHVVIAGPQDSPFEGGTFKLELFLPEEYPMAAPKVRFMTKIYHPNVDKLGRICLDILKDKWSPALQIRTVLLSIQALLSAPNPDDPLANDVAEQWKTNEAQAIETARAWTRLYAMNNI
beta cell repl: inducers of beta-cell replication in MIN6 cells | MIN6 cells proliferation, ATPlite luminescence, 48 h; cells starved in 0.2% serum; 100% = growth in 10% serum | proliferation, % at 10 µM | 330,000 compounds, 0.29% hits | AID 2380;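 active = compounds whose signal lies at least 3.5 SD above the mean of all wells on their plate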;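 also: 0% = DMSO-treated cells in low-serum medium and 100% = 10% serum control; some compounds called inactive have numbers as strong as hits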
PfGluPho inh: PfG6PD (Plasmodium falciparum) enzyme inhibition; PfGluPho enzyme, NADPH resazurin-diaphorase fluorescence; AID 504690; inhibition, % at 20 µM; 350,000 compounds, 0.78% hits;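 active = inhibition reaching at least a set limit at 20 µM in the primary screen, cut at about 59% in these data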;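 also: 0% = DMSO wells with substrate and 100% = DMSO wells lacking glucose-6-phosphate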
Starred values were filed as active, the others as inactive; . = not tested or not shown. Outcome played no part in choosing rows; 4% or so of the library scored in one or more.

SMILES	HKDC1 inh	SENP8 block-1	SENP6 inh	SENP8 block-2	SENP7 block	SENP1 FRET inh	UBC13 polyUb	beta cell repl	PfGluPho inh
CCn1c(SCc2nc3cc(OC)c(OC)cc3c(=O)[nH]2)nc2ccccc21	0	7	2	-23	-7	-11	-6	-1	-10
CCN(CC)C(=O)CSc1nc(-c2ccco2)cc(C(F)(F)F)c1C#N	-3	44	-2	-300	0	-2	5	-1	8
O=C(O)c1cccc(S(=O)(=O)N2CCSCC2)c1	-2	3	-10	7	4	0	-1	0	-10
Cc1ccc(S(=O)(=O)CCC(=O)NCCN2C(=O)S/C(=C\c3ccccc3)C2=O)cc1	4	-5	-13	11	-7	0	-14	0	14
O=C(O)CCCC(=O)Nc1ccn(-c2ccccc2)n1	-1	1	-26	16	3	4	-3	-2	-26
CCOC(=O)N1CCN(C(=O)c2cc3c(=O)n4cccc(C)c4nc3s2)CC1	-3	5	5	-324	5	-17	9	-3	2
Cn1cnc2c1c(=O)[nH]c(=O)n2Cc1ccccc1	-5	-1	-8	-9	-5	-5	6	-3	7
CCCCCCn1c(-c2ccco2)nc2oc3cc(OC)ccc3c(=O)c2c1=O	8	-4	9	-68	4	-3	9	-1	4
COc1ccccc1-n1c(SC)nc(O)cc1=O	-6	2	1	10	4	2	-8	-1	12
COc1ccc(N2CCN(Cc3nc(Cc4cccc(F)c4)no3)C(C)C2)cc1 (stereo not drawn)	-1	12	18	4	1	-1	0	-4	8
CC(C)(C)C1CCc2c(C(=O)NNC(=O)/C=C/C(=O)O)csc2C1 (stereo not drawn)	-5	-3	-19	7	-2	2	-1	2	-1
Cn1cnnc1SCC(=O)Nc1cccc(S(=O)(=O)N2CCCCCC2)c1	-10	-9	7	12	1	-1	-8	2	-17
C/C=C/C=C/C(=O)[C@@H]1[C@@H]([C@]2(C)OC(=O)C(C)=C2O)[C@H]2/C(=C(O)/C=C/C=C/C)C(=O)[C@]1(C)C(=O)C2(C)O (stereo partly drawn)	7	3	3	39	-3	-8	-17	-1	34
CC(C)n1nnnc1SCC(=O)N1CCOCC1	-6	-6	-19	2	2	3	6	0	2
Cc1cc(C(=O)OC(C)C(=O)NC2CCCCC2)c(C)o1 (stereo not drawn)	-3	4	10	10	-9	0	-10	-8	-15
COc1cc(/C=N/NC(=O)c2cccc(S(=O)(=O)N3CCOCC3)c2)cc(OC)c1O	-4	-8	7	-21	2	1	4	-3	14
Cc1c(Cl)cccc1NC(=O)c1ncn[nH]1	-5	1	9	-2	8	3	-2	-2	12
Cc1cccc2cc(CNC3CCCC3)c(Cl)nc12	-11	1	13	10	7	0	9	0	2
CS(=O)(=O)Cc1ccc(C(=O)N(CCc2ccccc2)Cc2ccccc2)cc1	-2	1	-18	2	-7	1	3	-3	-8
O=C(CSc1nnc(CNC(=O)c2ccccc2)o1)NCc1ccco1	-3	-13	-3	1	8	2	-7	2	12

Some of the entries so far, as a markdown table:
| mol | HKDC1 inh | SENP8 block-1 | SENP6 inh | SENP8 block-2 | SENP7 block | SENP1 FRET inh | UBC13 polyUb | beta cell repl | PfGluPho inh |
| --- | --- | --- | --- | --- | --- | --- | --- | --- | --- |
| CC(C)(C)C1CCc2c(C(=O)NNC(=O)/C=C/C(=O)O)csc2C1 (stereo not drawn) | -5 | -3 | -19 | 7 | -2 | 2 | -1 | 2 | -1 |
| Cn1cnnc1SCC(=O)Nc1cccc(S(=O)(=O)N2CCCCCC2)c1 | -10 | -9 | 7 | 12 | 1 | -1 | -8 | 2 | -17 |
| C/C=C/C=C/C(=O)[C@@H]1[C@@H]([C@]2(C)OC(=O)C(C)=C2O)[C@H]2/C(=C(O)/C=C/C=C/C)C(=O)[C@]1(C)C(=O)C2(C)O (stereo partly drawn) | 7 | 3 | 3 | 39 | -3 | -8 | -17 | -1 | 34 |

(more compounds)
SMILES	HKDC1 inh	SENP8 block-1	SENP6 inh	SENP8 block-2	SENP7 block	SENP1 FRET inh	UBC13 polyUb	beta cell repl	PfGluPho inh
COc1ccc2c(c1)C1(Nc3ccccc3C(=O)N1c1ccccc1)C(=O)N2 (stereo not drawn)	-3	-2	-7	-60	3	2	5	0	5
Fc1ccc(-c2nc3ccncc3[nH]2)cc1	3	-5	-7	4	8	1	8	-2	11
O=C(CN1CCOCC1)Nc1nc(-c2ccc3c(c2)CCN3S(=O)(=O)c2ccccc2)cs1	4	-8	-6	22	-3	2	0	-1	36
CCC(=O)Nc1ccc(-n2nnnc2SCC(=O)NNC(=O)c2ccco2)cc1	-5	10	12	.	7	.	0	0	-2
O=C(NCCCc1ccccc1)c1cccc(NC(=O)C2CCCC2)c1	-3	.	.	1	.	2	.	.	6
COCCCNCC(=O)c1c(N)n(Cc2ccccc2)c(=O)n(C)c1=O	-6	-3	13	3	-2	-1	0	-1	8
O=C(NCC(c1ccco1)N1CCc2ccccc21)c1cccc([N+](=O)[O-])c1 (stereo not drawn)	0	9	-3	8	-9	2	4	-2	21
CSc1ccccc1OCc1cc(C(=O)N2CCNC(=O)C2)no1	-3	11	1	17	1	0	2	2	-5
CCOC(=O)C1=C(O)C(=O)N(Cc2ccc(C(C)(C)C)cc2)CC1	-14	5	2	24	9	1	-4	-3	9
COc1ccc2c(COC(=O)c3cccc(S(=O)(=O)NCC(C)C)c3)cc(=O)oc2c1	3	-4	-6	-322	-3	-15	19	0	16
CC(C)CN(C(=O)COC(=O)c1c2c(nc3ccccc13)CCC2)c1c(N)n(Cc2ccccc2)c(=O)[nH]c1=O	0	-2	-14	8	4	0	-1	-2	2
CCC1CCc2sc(C(=O)N(C)CC(=O)Nc3ccc(OC)cc3)cc2C1 (stereo not drawn)	-3	-3	-12	1	-3	-4	-12	-7	11
CCCC(=O)c1c(NC)cc(C)oc1=O	-3	-10	-10	7	-10	0	-24	-1	-2
OCCNCCCCCOc1ccc(F)cc1	-9	-10	-28	6	2	3	-5	-1	-19
Clc1ccc(-c2nnc(NCCN3CCCC3)c3ccccc23)cc1	1	-4	5	11	7	-18	11	-3	-10
Cc1ccc(-n2ncc(N(C)C)c(Cl)c2=O)cc1	-2	-8	-3	22	5	1	-5	-1	-2
O=C(c1cccc(-c2ccco2)c1)N1CCCC(N2CCN(c3ccc(F)cc3)CC2)C1 (stereo not drawn)	-3	-1	-10	5	2	-1	-13	-3	10
O=C(c1ccco1)N1N=C(c2ccc(Br)cc2)CC1c1ccco1 (stereo not drawn)	5	-1	-4	-25	3	-2	7	-7	16
O=[N+]([O-])c1ccc(S(=O)(=O)Nc2ccc(S(=O)(=O)N3CCCC3)cc2)cc1	4	-16	-41	22	-3	1	-2	-2	-9
O=C1c2sc3nc4c(c(=O)n3c2C(=O)N1c1ccccc1)CCC4	-3	1	-25	-17	2	2	-7	-2	18
Cc1ccc(NC(=O)Cn2c(-c3ccc(F)cc3)cnc2SCC(=O)Nc2c(C)cccc2C)cc1	6	-8	-7	-2	-1	2	-7	0	-3
CC(=O)Nc1ccc2nc(CN3CCC(CO)(CCc4ccccc4)CC3)ccc2c1	-4	0	-15	-126	14	-27	14	-2	4
CC(CN1C(C)CCCC1C)OC(=O)c1ccc(Cl)cc1Cl (stereo not drawn)	-3	1	-11	15	10	-2	-4	0	-16
CN(C)CCCN(C(=O)c1cccs1)c1nc2cc3c(cc2s1)OCO3	0	-1	12	-3	4	-3	-9	-4	12
COC(=O)CCN(C(=O)c1ccc([N+](=O)[O-])cc1)c1ccccn1	-5	-10	-4	15	-1	-1	-4	2	3
Cc1ccc(NS(=O)(=O)c2cc(C(=O)N3CCCC3)ccc2C)cc1C	-10	-6	4	8	6	-1	8	-3	1
Cc1ccc(NC(=O)c2cc(-c3cccs3)nc3ccccc23)nc1	23	2	7	-453	5	-12	15	-4	-8
Cc1ccccc1NC(=O)c1cc(S(=O)(=O)N2CCOCC2)ccc1F	-5	-5	-2	7	-2	3	-7	-3	-13
Cc1nn(C)c(-c2n[nH]c(=S)n2Cc2ccco2)c1Cl	-7	4	-9	6	7	0	-7	-1	18
CS(=O)(=O)N(CC(=O)NCc1cccnc1)Cc1ccc(Cl)cc1	-12	-3	-14	6	-8	1	-8	0	7
O=C(c1ccc(Cl)cc1)N1CCC(=O)N(C(CO)Cc2ccccc2)CC1 (stereo not drawn)	-4	-12	-6	3	1	-15	-6	3	-11
COc1ccc(C(=O)NCCNc2nc3cc(C)c(C)cc3cc2C)cc1	-6	1	-13	-238	5	4	24	-4	-4
COc1ccc(-c2noc(CNC(=O)c3ccc4c(c3)OCO4)n2)cc1OC	-8	-2	7	8	-5	-2	6	-2	10

Exported with each value named: part of the list above.
COc1cc(/C=N/NC(=O)c2cccc(S(=O)(=O)N3CCOCC3)c2)cc(OC)c1O
- HKDC1 inh = -4
- SENP8 block-1 = -8
- SENP6 inh = 7
- SENP8 block-2 = -21
- SENP7 block = 2
- SENP1 FRET inh = 1
- UBC13 polyUb = 4
- beta cell repl = -3
- PfGluPho inh = 14

Cc1c(Cl)cccc1NC(=O)c1ncn[nH]1
- HKDC1 inh = -5
- SENP8 block-1 = 1
- SENP6 inh = 9
- SENP8 block-2 = -2
- SENP7 block = 8
- SENP1 FRET inh = 3
- UBC13 polyUb = -2
- beta cell repl = -2
- PfGluPho inh = 12

Cc1cccc2cc(CNC3CCCC3)c(Cl)nc12
- HKDC1 inh = -11
- SENP8 block-1 = 1
- SENP6 inh = 13
- SENP8 block-2 = 10
- SENP7 block = 7
- SENP1 FRET inh = 0
- UBC13 polyUb = 9
- beta cell repl = 0
- PfGluPho inh = 2

CS(=O)(=O)Cc1ccc(C(=O)N(CCc2ccccc2)Cc2ccccc2)cc1
- HKDC1 inh = -2
- SENP8 block-1 = 1
- SENP6 inh = -18
- SENP8 block-2 = 2
- SENP7 block = -7
- SENP1 FRET inh = 1
- UBC13 polyUb = 3
- beta cell repl = -3
- PfGluPho inh = -8

Record cards, as listed above:
CC(=O)Nc1ccc2nc(CN3CCC(CO)(CCc4ccccc4)CC3)ccc2c1 is listed as HKDC1 inh: -4; SENP8 block-1: 0; SENP6 inh: -15; SENP8 block-2: -126; SENP7 block: 14; SENP1 FRET inh: -27; UBC13 polyUb: 14; beta cell repl: -2; PfGluPho inh: 4
CN(C)CCCN(C(=O)c1cccs1)c1nc2cc3c(cc2s1)OCO3 is listed as HKDC1 inh: 0; SENP8 block-1: -1; SENP6 inh: 12; SENP8 block-2: -3; SENP7 block: 4; SENP1 FRET inh: -3; UBC13 polyUb: -9; beta cell repl: -4; PfGluPho inh: 12
